# MrgX1 ag: activates human MrgX1 receptor signaling; B-score at 10 µM; 310,000 compounds, 0.44% hits; MrgX1-HEK293 cells, Fluo-4 calcium fluorescence, agonist mode; stronger effect = higher value; AID 588627;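 active = calcium response B-score plate-corrected fluorescence ratio at least 3 library SD, with starting fluorescence B-score inside 5 SD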
#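 Material: HEK293 cells stably expressing human MrgX1 receptor | Quantity: 15,000 cells per well | Times: Cells plated overnight, dye loaded 0.5 h 37 °C, 0.5 h room temperature | Measured by: Kinetic Fluo-4 NW fluorescence of intracellular calcium | Control set: Positive and negative controls per plate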
# ANO1 activ: mouse TMEM16A channel activation, primary screen | AID 623877 | 340,000 compounds, 0.3% hits | B-score at 10 µM | Q8BHY3 | HEK293 TMEM16A/YFP-H148Q/I152L, iodide quench fluorescence; stronger effect = lower value;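 active = fluorescence-ratio B-score plate-corrected deviation score at least 3 library SD below zero, with starting fluorescence score within 5 deviations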;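 note: channel opened by trigger with iodide after compound preincubation; score built on the fluorescence ratio of max minus min over baseline; more negative score means more quench and so TMEM16A activation or potentiation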
# Target sequence (Q8BHY3 whole entry, looked up): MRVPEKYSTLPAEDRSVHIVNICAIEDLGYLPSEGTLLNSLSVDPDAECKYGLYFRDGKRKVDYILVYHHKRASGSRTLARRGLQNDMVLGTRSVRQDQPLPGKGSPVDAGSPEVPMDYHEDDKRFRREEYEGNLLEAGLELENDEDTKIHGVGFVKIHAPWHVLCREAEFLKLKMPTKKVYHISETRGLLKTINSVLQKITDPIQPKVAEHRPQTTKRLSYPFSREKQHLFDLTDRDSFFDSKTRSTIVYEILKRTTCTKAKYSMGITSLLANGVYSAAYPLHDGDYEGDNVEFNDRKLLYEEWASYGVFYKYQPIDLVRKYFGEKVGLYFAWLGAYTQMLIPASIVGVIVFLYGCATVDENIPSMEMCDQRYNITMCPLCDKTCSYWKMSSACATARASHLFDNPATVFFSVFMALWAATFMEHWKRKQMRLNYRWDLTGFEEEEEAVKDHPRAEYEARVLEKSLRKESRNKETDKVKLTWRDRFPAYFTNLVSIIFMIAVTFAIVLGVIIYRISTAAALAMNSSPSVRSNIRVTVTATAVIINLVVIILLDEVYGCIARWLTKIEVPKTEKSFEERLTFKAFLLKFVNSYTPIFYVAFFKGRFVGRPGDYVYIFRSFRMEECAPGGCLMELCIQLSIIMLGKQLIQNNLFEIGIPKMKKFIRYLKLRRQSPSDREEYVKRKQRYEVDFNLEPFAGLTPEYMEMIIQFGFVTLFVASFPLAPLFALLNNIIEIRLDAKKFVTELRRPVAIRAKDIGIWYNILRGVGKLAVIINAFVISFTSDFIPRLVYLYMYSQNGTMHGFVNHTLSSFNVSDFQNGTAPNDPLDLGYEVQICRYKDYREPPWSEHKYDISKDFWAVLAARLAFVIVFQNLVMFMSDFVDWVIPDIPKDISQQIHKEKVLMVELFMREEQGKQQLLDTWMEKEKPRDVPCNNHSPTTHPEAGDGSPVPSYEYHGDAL
# TRPC4 inh: blocks the mouse TRPC4 cation channel; HEK293 TRPC4beta/mu-opioid, DAMGO-evoked Fluo4 calcium flux; stronger effect = lower value; B-score at 10 µM; 300,000 compounds, 0.39% hits; AID 2247;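 active = B-score over 3 SD under the library average, no early fluorescence shift, positive overall ratio signal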
#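 Test system – stable TRPC4beta/mu-opioid receptor HEK293 cells · Probe or stimulus – DAMGO, a submaximal dose followed by a maximal one · Dosing – one concentration per compound · Signal – Fluo4 calcium fluorescence by kinetic imaging, 5 s 1 Hz baseline · Evaluation – per-well B score of integrated baseline-normalized Fluo4 ratio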
# ANO1 block: blocks the mouse calcium-activated chloride channel TMEM16A; Q8BHY3; HEK293 TMEM16A/YFP iodide influx fluorescence, ionomycin; normalized B-score (activity score, 25-100; higher = stronger inhibition) at 10 µM; 310,000 compounds, 1.2% hits;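 active = ratio plate-corrected score three or more library SD toward inhibition, starting fluorescence score within five deviations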;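 note: score derived from kinetic fluorescence span divided by baseline fluorescence per well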
# MrgX1 PAM: human MrgX1 positive allosteric modulation, primary screen. Q96LB2. AID 588675. B-score at 10 µM. 310,000 compounds, 0.63% hits. MrgX1-HEK293, Fluo-4 calcium flux, FDSS; stronger effect = higher value;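 active = plate-corrected calcium response at least 3 library SD above typical, normal starting fluorescence, not activating the receptor alone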;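 note: compound read alongside a low EC10 to EC30 dose of BAM8-22 agonist; peak minus trough fluorescence over baseline measured at the second addition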
# MrgX1 antag: blocks BAM8-22 activation of human MrgX1 receptor | B-score at 10 µM | MRGX1-HEK293 calcium flux, Fluo-4, BAM8-22 antagonism; stronger effect = lower value | 310,000 compounds, 1.3% hits;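 active = calcium-response B-score plate-corrected more than 3 library SD below zero, starting fluorescence within 5 deviations, no agonist response on first addition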;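 note: peak minus trough fluorescence over baseline after final BAM8-22 challenge near maximal dose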
# TRPC6 inhibitor: mouse TRPC6 channel inhibition | HEK293-TRPC6, membrane potential dye, ACh-evoked depolarization; stronger effect = lower value | B-score at 10 µM | 310,000 compounds, 1.1% hits | AID 2553;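 active = B-score under library mean minus 3 SD, initial fluorescence not abnormally high, positive integrated signal ratio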;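 note: B-score derived from integrated fluorescence ratio over the kinetic read; more negative B-score means stronger inhibition of depolarization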
# TRPC6 act: activates the mouse TRPC6 cation channel | HEK293-TRPC6 membrane potential dye fluorescence; stronger effect = higher value | Q61143 | 310,000 compounds, 0.13% hits | AID 2550 | B-score at 10 µM;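 active = B-score of the integrated fluorescence ratio above library mean plus 3 SD, and starting fluorescence ratio within library mean plus 5 SD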;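 note: higher score means more depolarization so channel activation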
# SKKanGAS inh: SKKanGAS growth inhibition; 300,000 compounds, 1.3% hits; inhibition, % at 7.5 µM; S. pyogenes SKKanGAS, kanamycin growth, BacTiter-Glo, 6 h; AID 1662;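 active = mean replicate score, as percent of positive control median, at least 50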;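 note: strain carries kanamycin resistance gene driven by streptokinase promoter and grows in 40 µg/ml kanamycin; loss of luminescence reflects streptokinase promoter inhibition or plain growth inhibition; 0% = median of DMSO wells and 100% = positive control at its reference dose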
# TRPC4 act: opens the mouse TRPC4 cation channel | Q9QUQ5 | HEK293 TRPC4beta/mu-opioid, Fluo4 calcium fluorescence; stronger effect = higher value | B-score at 10 µM | 310,000 compounds, 0.49% hits | AID 2237;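 active = B-score above 5 SD of library B-scores, and initial fluorescence ratio not above library mean plus 5 SD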;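 note: positive B-score marks a calcium rise read as TRPC4 activation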
#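 Material: TRPC4beta and mu-opioid receptor HEK293 stable cells | Incubation: 45 min room-temperature Fluo4 loading, 110 s read | Detection: Kinetic Fluo4 calcium fluorescence | Measure: Integrated baseline-normalised fluorescence ratio, converted to per-well B score | Benchmarks: Low control buffer alone, high control maximal DAMGO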
# TRPC4 PAM: allosteric potentiators of mouse TRPC4 channel. HEK293 TRPC4beta/mu-opioid, DAMGO EC20, Fluo-4 Ca2+ flux; stronger effect = higher value. B-score at 10 µM. 310,000 compounds, 0.42% hits;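 active = B-score of calcium response area above 5 SD of library B-scores, with initial fluorescence ratio within 5 SD of library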;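 note: B-score of integrated fluorescence ratio over time as area under calcium response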
# Numbers without * were called inactive; i = inactive; x = no result given.
SMILES,MrgX1 ag,ANO1 activ,TRPC4 inh,ANO1 block,MrgX1 PAM,MrgX1 antag,TRPC6 inhibitor,TRPC6 act,SKKanGAS inh,TRPC4 act,TRPC4 PAM
COc1ccc(C2=NOC3(CC(=O)N(c4ccc(C)cc4)C3=O)C2)cc1 (stereo not given),i,i,i,i,i,i,i,i,1,i,i
O=C(NNC(=S)NC(=O)c1ccccc1)c1ccc(O)cc1,i,i,i,i,i,i,i,i,74*,i,i
Cc1ccc(NC(=O)CCSCCc2ccccn2)cc1,i,i,i,i,i,i,i,i,3,i,i
CCCCNC(=O)c1onc(CSc2ccccc2CC)c1C(=O)O,i,i,i,i,i,i,i,i,24,i,i
CCOC(=O)/C(C#N)=C1/C=C(C)c2ccccc2N1,i,i,i,i,i,i,i,i,-8,i,i
O=C(NCc1ccc2[nH]c3c(c2c1)CCCC3)c1ccc(S(=O)(=O)N2CCOCC2)cc1,i,i,i,i,i,i,i,i,3,i,i
COc1cccc(OC)c1Oc1ccc(C(F)(F)F)cn1,i,i,i,i,i,i,i,i,-3,i,i
Cc1ccnc(NC(c2ccccn2)c2c(C)[nH]c3ccccc23)c1 (stereo not given),i,i,i,i,i,i,i,i,8,i,i
CC1CCN(C(=O)CN2C(=O)COc3ccc(Cl)cc32)CC1,i,i,i,i,i,i,i,i,3,i,i
CCCCn1c(=O)cc(O)c2ccccc21,i,i,i,i,i,i,i,i,-4,i,i
Cc1ccc(NC(=S)NC(NC(=O)N(C)C)C(Cl)(Cl)Cl)cc1 (stereo not given),i,i,i,i,i,i,i,i,-2,i,i
COc1ccccc1CN1CCN(Cc2ccc3ccccc3c2)CC1,i,i,i,i,i,i,i,i,-2,i,i
COc1ccc(F)cc1S(=O)(=O)n1cc(C)nc1-c1ccccc1,i,i,i,i,i,i,i,i,5,i,i
CN(C)C(=O)c1nc(C#N)c(N(C)C)o1,i,i,i,i,i,i,i,i,-4,i,i
O=C(COc1cc(Cl)c(Cl)cc1Cl)NCCc1ccccn1,i,i,i,i,i,i,i,i,2,85*,i
CCOC(=O)C1=C(C)C(c2ccccc2)NC(=S)N1 (stereo not given),i,i,i,i,i,i,i,i,-19,i,i
CCN(CC)S(=O)(=O)c1ccc(OC)c(NC(=O)c2cc(C)on2)c1,i,i,i,i,i,i,i,i,-3,i,i
CCCNS(=O)(=O)c1cccn1-c1ncc(C(F)(F)F)cc1Cl,i,i,i,i,i,i,i,i,-4,i,i
COc1cc(N)ccc1-c1cc2ccccc2oc1=O,i,i,i,i,i,i,i,i,8,i,i
CC(NC(=O)CN(C)Cc1cccc(F)c1)c1ccccc1 (stereo not given),i,i,i,i,i,i,i,i,8,i,i
Cc1ccc(NC(=O)NC(=O)N(C(C)C)S(=O)(=O)c2ccc(C)cc2)cc1,i,i,i,i,i,i,i,i,2,i,i
Clc1ccc(Cn2ncc3c(NCc4cccnc4)ncnc32)cc1,i,i,i,i,i,i,i,i,-3,i,i
CCn1c(C)nc2cc(C(=O)OC)ccc21,i,i,i,i,i,i,i,i,-4,i,i
CCOC(=O)c1c(C)[nH]c(C(=O)C(C)Sc2ccc(Cl)cc2)c1C (stereo not given),i,i,i,25*,i,i,i,i,21,i,i
COc1ccccc1/C=C/c1nc(C#N)c(N(C)C)o1,i,i,i,i,i,i,i,i,-5,i,i
CCOc1ccc(NC(=O)CN2C(=O)COc3ccc(S(=O)(=O)N4CCCCC4)cc32)cc1,i,i,i,i,i,i,i,i,-4,i,i
Cc1ccccc1-n1c(-c2csc3ccccc23)n[nH]c1=S,i,i,i,i,i,i,i,i,-10,i,i
Cc1nn(Cc2ccccc2)c(Cl)c1C(=O)OC1CCOC1=O (stereo not given),i,i,i,i,i,i,i,i,-11,i,i
CC1CCCC(C)N1/N=C/c1ccc(C(=O)O)cc1 (stereo not given),i,i,i,i,i,i,i,i,-5,i,i
COC(=O)CCCC1=CC2=C(c3ccccc3)C(=O)C(C)(OC(=O)C3CCCC3)C(=O)C2=CN1Cc1ccc(OC)cc1 (stereo not given),i,i,i,i,i,i,i,i,9,i,i
CCNS(=O)(=O)c1ccc(NC(=O)Nc2cccc(C(F)(F)F)c2)cc1,i,i,i,i,i,i,i,i,-2,i,i
FC(F)(F)c1cccc(NC(=S)Nc2ccc(Cl)c(Cl)c2)c1,i,i,i,i,i,-8.4*,i,i,96*,i,i
N#Cc1c(Nc2ccccc2C(F)(F)F)s[nH]c1=O,i,i,i,i,i,i,i,i,-4,i,i
CC(C)C(c1nnnn1CCc1ccccc1)N1CCC(C(N)=O)CC1 (stereo not given),i,i,i,i,i,i,i,i,2,i,i
NCCCCc1cn(CC(=O)N2CCNCC2)nn1,i,i,i,i,i,i,i,i,3,i,i
Cc1c(NS(C)(=O)=O)c(=O)n(-c2ccccc2)n1C,i,i,i,i,i,i,i,i,-3,i,i
COc1ccccc1NC1=C(Cl)C(=O)OC1OC(=O)c1ccco1 (stereo not given),i,i,i,i,i,i,i,i,-4,i,i
COc1cc2c(cc1OC)C(C)N(C(=O)Cc1ccc(C(F)(F)F)cc1)CC2 (stereo not given),i,i,i,i,i,i,i,i,3,i,i
Cc1cccc(OCc2nnc(N)s2)c1,i,i,i,i,i,i,i,i,0,i,i
FC(F)(F)c1ccc(Cl)c(NC(=S)N/N=C/c2ccccc2Cl)c1,i,i,i,i,i,i,i,i,-23,i,i
CCOC(=O)CN1C(=O)C(O)(C2CCc3ccccc3C2=O)c2ccccc21 (stereo not given),i,i,i,i,i,i,i,i,-8,i,i
O=C1CCCN1CN(C(=O)c1ccc2c(c1)OCO2)c1cccc(Cl)c1,i,i,i,i,i,i,i,i,2,i,i
COc1cc(C2CC(=O)OC3=C2C(=O)CC(C)(C)C3)cc(OC)c1OC (stereo not given),i,i,i,i,i,i,i,i,-4,i,i
CCOC(=O)N1CCN(C(=O)CNC(=O)c2nn(-c3ccc(OC)cc3)c(=O)c3ccccc23)CC1,i,i,i,i,i,i,i,i,2,i,i
CCc1ccc(NC(=O)C(C)Nc2ccc(S(=O)(=O)NC(C)=O)cc2)cc1 (stereo not given),i,i,i,i,i,i,i,i,-4,i,i
Cn1cccc1Cc1nnc(SCC(=O)NCC2CCCO2)n1CCc1ccccc1 (stereo not given),i,i,i,i,i,i,i,i,-5,i,i
CCC(C)(C)C1CCc2c(sc(NC(=O)c3ccccc3C(=O)O)c2C#N)C1 (stereo not given),i,i,i,i,8.4*,-6.4*,i,i,41,i,i
CC(C)(C)c1ccc(N2C(=O)CC(C/C=C/c3ccccc3)C2=O)cc1 (stereo not given),i,i,i,i,i,i,i,i,-1,i,i
Cc1c(CC(=O)O)c(=O)oc2c(C)c(OCc3ccccc3Br)ccc12,i,i,i,i,i,i,i,i,23,i,i
CC(C)(C)NS(=O)(=O)c1ccc(OCC(=O)Nc2ccc3c(c2)OCCO3)cc1,i,i,i,i,i,i,i,i,-4,i,i
# Following part
SMILES,MrgX1 ag,ANO1 activ,TRPC4 inh,ANO1 block,MrgX1 PAM,MrgX1 antag,TRPC6 inhibitor,TRPC6 act,SKKanGAS inh,TRPC4 act,TRPC4 PAM
O=C(c1cc2ccccc2oc1=O)N(Cc1cccc(Br)c1)C1CCS(=O)(=O)C1 (stereo not given),i,i,i,i,i,i,i,i,0,i,i
O=c1cc(CO)[nH]cc1OCc1ccccc1,i,i,i,i,i,i,i,i,2,i,i
CC1CN(S(=O)(=O)N(C)C)CCN1S(=O)(=O)N(C)C (stereo not given),i,i,i,i,i,i,i,i,-2,i,i
CCCc1cc2c(cc1NC(=O)c1ccc(Br)cc1)OCO2,i,i,i,i,i,i,i,i,-4,i,i
O=C(O)C(Cc1ccccc1)N1C(=O)/C(=C/C=C/c2ccco2)SC1=S (stereo not given),x,i,i,x,x,x,i,i,4,i,i
CCCCNC(=S)N1CCN(CC)CC1,i,i,i,i,i,i,i,i,-4,i,i
Cc1ccc(NS(=O)(=O)c2c(C)nc3sccn3c2=O)cc1C,i,i,i,i,i,i,i,i,-2,i,i
CCOC(OCC)P(=O)(c1ccccc1)c1ccccc1,i,i,i,i,i,i,i,i,5,i,i
Cn1c(CCN2CCCCC2)nc2cc(NC(=O)COc3ccccc3)ccc21,i,i,i,i,i,i,i,i,-7,i,i
COc1cc(C)c(N)cc1C(C)C,i,x,i,i,i,i,i,i,3,i,i
CCCSCCCNC(=O)Cn1cc2c(n1)CCCCC2,i,i,i,i,i,i,i,i,-4,i,i
O=C(Cn1ncn2c(cc3ccccc32)c1=O)NCc1ccco1,i,i,i,i,i,i,i,i,4,i,i
Cc1nc(SCC(=O)NCC2CCCO2)[nH]c(=O)c1C (stereo not given),i,i,i,i,i,i,i,i,-9,i,i
CCCCN(CCCC)Cc1ccc(C(=O)NNC(=O)Nc2ccc(F)cc2)o1,i,i,i,i,i,i,i,i,21,i,i
CCc1ccc(C2C(C(C)=O)=C(C(=O)OC)Nc3nnnn32)cc1 (stereo not given),i,i,i,i,i,i,i,i,-1,i,i
CCc1ccc(NC(=O)C(=O)NNC(=O)c2cccc(OC)c2)cc1,i,i,i,i,i,i,i,i,43,i,i
Nc1ccc(Oc2ccc3c(c2)C(=O)NC3=O)cc1,i,i,i,i,i,i,i,i,12,i,i
C=CCOc1nc(-c2ccncc2)nc2ccccc12,i,i,i,i,i,i,i,i,4,i,i
O=C(Nc1nccs1)[C@@H]1CCCN1C(=O)c1cccs1,i,i,i,i,i,i,i,i,-16,i,i

# Some of the entries above in another layout:
# Sequence of screens: MrgX1 ag	ANO1 activ	TRPC4 inh	ANO1 block	MrgX1 PAM	MrgX1 antag	TRPC6 inhibitor	TRPC6 act	SKKanGAS inh	TRPC4 act	TRPC4 PAM
> Cc1ccccc1-n1c(-c2csc3ccccc23)n[nH]c1=S
  i	i	i	i	i	i	i	i	-10	i	i
> Cc1nn(Cc2ccccc2)c(Cl)c1C(=O)OC1CCOC1=O (stereo not given)
  i	i	i	i	i	i	i	i	-11	i	i

# Bioassay records: PubChem BioAssay, several laboratories
